# HTT cytoprotect: qHTS Multiplex Assay to Identify Dual Action Probes in a Cell Model of Huntington: Cytoprotection (ATP); 0.14% of 230,000 active; PC12 HTT-Q103 induced, cytoprotection, ATP luminescence, 40 h; AID 1471, 2008; Potency, µM (doses to about 56.4 µM), for inactives: cytoprotection (ATP increase), hits mostly activators;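 also: % of control where 0% means no effect; nearly all actives have a fitted effect of over 45% in size; toxic huntingtin expression switched on by the ecdysone agonist tebufenozide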
#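 PC12 cells stably carrying ecdysone-inducible Htt exon 1 (Q103)–GFP were induced with 100 nM tebufenozide (final) alongside library compounds in a dose series. Cytoprotection was scored as retained ATP by ATPlite luminescence.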
# Tau fluor counter: Counterscreen qHTS for Inhibitors of Tau Fibril Formation, Fluorescence Polarization; Potency, µM (highest dose often 57.7 µM), without a hit: at the highest dose activity change, negative = decrease; 0.93% of 280,000 active; tau K18 P301L Alexa594 fluorescence, heparin fibrillization; also: % is scaled to controls: 0 for no effect and ±100 for the full control effect; nearly all actives have a fitted effect of over 55% in size
#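 Human tau K18 P301L (15 uM unlabeled, 0.24 uM Alexa 594-labeled) in 100 mM sodium acetate pH 7 with 20 uM heparin, 6 hr at 37 C. ThT 30 uM added, 1 hr ambient; Alexa 594 FP and total fluorescence read at 555/632 nm.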
# aGal spleen mod: qHTS Assay for Inhibitors and Activators of Human alpha-Galactosidase From Spleen Homogenate; Alpha-galactosidase A (Homo sapiens), P06280; human spleen homogenate, 4MU-alpha-Gal fluorescence, 40 min; Potency, µM (titrated, usually from 80 µM), for inactives: at the highest dose activity change, negative = inhibition, usual class: inhibitors; 0.008% of 240,000 active;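 also: 0% = enzyme with vehicle and -100% = no enzyme basal signal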
# Target sequence (P06280 32-429 limits assumed): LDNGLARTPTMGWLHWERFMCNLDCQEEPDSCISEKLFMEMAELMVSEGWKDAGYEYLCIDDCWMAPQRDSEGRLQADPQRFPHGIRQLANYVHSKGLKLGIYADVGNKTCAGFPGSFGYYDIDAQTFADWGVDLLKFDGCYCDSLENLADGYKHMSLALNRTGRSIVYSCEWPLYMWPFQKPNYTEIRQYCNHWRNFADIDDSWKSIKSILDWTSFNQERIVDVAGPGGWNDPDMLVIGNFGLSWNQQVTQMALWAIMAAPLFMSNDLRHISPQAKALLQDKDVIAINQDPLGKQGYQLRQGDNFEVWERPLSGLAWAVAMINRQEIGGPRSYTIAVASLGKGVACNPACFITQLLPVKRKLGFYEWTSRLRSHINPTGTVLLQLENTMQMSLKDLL
#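 qHTS titration in buffer at pH 5.0. Alpha-galactosidase activity in spleen homogenate was measured via 4-methylumbelliferone release from 1 mM fluorogenic substrate after 40 min at 37C and a pH 10 stop. AC50 came from Hill fits of control-normalized data.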
# Tau fibril ThT: qHTS for Inhibitors of Tau Fibril Formation, Thioflavin T Binding; 2.1% of 270,000 active; Potency, µM (top dose mostly 57.4 µM), without a hit: at the top dose activity, negative = inhibition, most hits filed as inhibitors; recombinant tau K18 P301L (four-repeat tau fragment), heparin-induced fibrillization, ThT fluorescence; AID 1460, 2008; also: % is scaled to controls: 0 for no effect and ±100 for the full control effect; nearly all actives have a fitted effect of over 55% in size
# Target sequence (P10636 561-689 P618L limits assumed): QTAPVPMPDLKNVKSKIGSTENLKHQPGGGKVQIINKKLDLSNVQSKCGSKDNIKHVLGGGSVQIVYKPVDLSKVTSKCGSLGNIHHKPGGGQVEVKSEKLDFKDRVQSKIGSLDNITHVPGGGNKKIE
#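 K18 P301L tau (15 uM + 0.24 uM Alexa 594-tagged), heparin 20 uM, NaOAc pH 7, 6 h 37 C; ThT 30 uM, 1 h RT, ex 450/em 510 nm.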
# GAA inhib: qHTS Assay for Inhibitors of Human alpha-Glucosidase as a Potential Chaperone Treatment of Pompe Disease; Lysosomal alpha-glucosidase (Homo sapiens), P10253; purified human GAA, 4-MU-alpha-glucoside fluorescence; Potency, µM (titrated, usually from 76.9 µM), without a hit: at the highest dose activity change, negative = inhibition, actives largely listed as inhibitors; 0.005% of 200,000 active;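 also: plate controls were uninhibited enzyme wells for no effect and no-enzyme background for full effect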
#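 Read-out is 4-methylumbelliferone fluorescence (Ex 365/Em 440 nm) after NaOH/glycine stop at pH 10. Enzyme 4 nM, substrate 400 uM, pH 5.0 citrate buffer, 20 min room temperature; AC50 from Hill-equation concentration-response.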
# GAA glycogen mod: qHTS Assay for Inhibitors and Activators of Human alpha-Glucosidase Cleavage of Glycogen; Lysosomal alpha-glucosidase (Homo sapiens), P10253; recombinant GAA, glycogen substrate, Amplex Red glucose oxidase fluorescence; Potency, µM (top dose mostly 76.4 µM), without a hit: at the top dose activity change, negative = inhibition, most hits filed as inhibitors; 0.38% of 300,000 active; AID 2100, 2009;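 also: 0% = full enzyme reaction and -100% = no-enzyme basal signal; the screen sought inhibitors and activators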
#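 Natural-substrate format: glycogen cleavage by 4 nM human enzyme, glucose read by Amplex Red coupling (Ex 573, Em 610 nm). Normalized to enzyme and no-enzyme controls.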
# aGlu spleen mod: qHTS Assay for Inhibitors and Activators of Human alpha-Glucosidase From Spleen Homogenate. Potency, µM (highest dose often 79.9 µM), for the others: at the highest dose activity change, negative = inhibition, hits mostly inhibitors. AID 2112, 2009. 0.006% of 240,000 active. human spleen homogenate, 4-MU-alpha-glucoside fluorescence;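 also: 0% = enzyme with vehicle and -100% = no enzyme basal signal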
#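 Compounds were titrated against alpha-glucosidase in spleen homogenate at pH 5.0, with 1 mM 4-methylumbelliferyl substrate for 40 min at 37 C. Reactions were quenched with pH 10 NaOH/glycine and fluorescence measured.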
# Tau FP inhib: qHTS for Inhibitors of Tau Fibril Formation, Fluorescence Polarization | Microtubule-associated protein tau (Homo sapiens), P10636 | K18 P301L tau heparin fibrillization, Alexa594 FP, 6 h | Potency, µM (highest dose often 57.7 µM), inactives show at the top dose activity, negative = inhibition, most hits filed as inhibitors | 0.39% of 280,000 active | AID 1468, 2008; also: % is scaled to controls: 0 for no effect and ±100 for the full control effect; nearly all actives have a fitted effect of over 55% in size
#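 Human tau K18 […] P301L fragment, 15 uM unlabeled plus 0.24 uM Alexa 594-labeled tau (final), with compound and 20 uM heparin in 100 mM sodium acetate pH 7; 6 hr at 37 C, then Alexa 594 FP read.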
# An asterisk follows results filed as active; ? = inconclusive; . = not tested or not shown; [ ] = remark or other dose. Calls follow the shape of the dose curve; as a rule, active = well fitted curve in the direction sought with a large enough effect; inconclusive = small, poorly fitted or top-dose-only effect, or another doubt; inactive = no such curve, though single readings can be large; an effect the other way counts as inactive or inconclusive. Potency is read from the fitted curve at half-maximal effect. Rows were taken by chance; any-hit rate near 3.3%.
no.	structure	HTT cytoprotect	Tau fluor counter	aGal spleen mod	Tau fibril ThT	GAA inhib	GAA glycogen mod	aGlu spleen mod	Tau FP inhib
1	C1CCC(c2nn3c(-c4n[nH]c5c4CCC5)nnc3s2)CC1	-23%	3%	1%	-5%	3%	14%	5%	-1%
2	CCCOc1c(Br)cc(/C=N/O)cc1OC	0%	-11%	9%	-5%	-2%	-10%	9%	-10%
3	CCS(=O)(=O)N1CCN(C(=O)c2ccccc2[N+](=O)[O-])CC1	3%	9%	-7%	3%	-2%	22%	7%	11%
4	COC(C[C@@H]1O[C@@H]1[C@@H](O)[C@H](C)OCc1ccccc1)OC	-2%[10 µM]	-3%	5%	-5%	.	5%	-3%	-3%
5	C#Cc1ccc([C@H]2C=C(C(=O)NCc3ccccc3)O[C@@H](OCC)[C@@H]2CCCO)cc1	9%[10 µM]	-8%	9%	-6%	.	7%	10%	-7%
6	c1ccc(CCN2CCN(c3ncnc4c3cnn4-c3ccccc3)CC2)cc1	-14%	-14%	1%	?	-7%	-3%	-9%	2%
7	O=C(c1ccccc1)c1ccc(OCC(O)CN2CCCCC2)cc1 (configuration not stated)	-11%	-6%	-2%	-1%	3%	-15%	0%	-6%
8	C/C(CC(=O)NC1CCCCC1)=N\NC(=O)c1ccccn1	-2%[10 µM]	-13%	5%	-10%	3%	?	-5%	-7%
9	CCc1ccc(NC(=O)N(CCN2CCOCC2)C2CCN(C(C)=O)CC2)cc1	-36%	-7%	6%	-8%	-12%	7%	4%	8%
10	Cc1ccc2cc(CNC(C)(C)C)c(=O)[nH]c2c1	0%	-10%	5%	-22%	3%	2%	-8%	3%
11	O=C(O)CC1=C(Nc2ccccc2)C(=O)N(c2ccccc2)C1c1ccc(Br)cc1 (configuration not stated)	.	-5%	0%	-16%	10%	1%	-5%	-2%
12	Cc1cc(C=O)c(C)n1-c1ccc(NC2CCCCC2)c([N+](=O)[O-])c1	-10%	-18%	-6%	14µM*	0%	-13%	1%	-4%
13	COc1ccc(-n2cc(-c3ccccc3)c3c(SC(C)C(C)=O)ncnc32)cc1 (configuration not stated)	.	?	.	-13%	.	-19%[76.3 µM]	.	?
14	O=C(CSCc1c(Cl)cccc1Cl)N1CCOCC1	-15%[10 µM]	-10%	-1%	-11%	-8%	6%	-1%	1%
15	CC(CNC(=O)c1ccc(CSc2nc3ccncc3n2Cc2cccc(F)c2)cc1)c1ccccc1 (configuration not stated)	.	-28%	.	0%	.	10%[76.3 µM]	.	2%
16	Cc1ccc(-c2ccnc3nc(Sc4ncc(C(F)(F)F)cc4Cl)nn23)cc1	-15%	-13%	5%	-1%	?	5%	-1%	-3%
17	CCN1CCN(Cc2ccc(NC(=O)c3ccc(C)c(NC(=O)N4CCNC4=O)c3)cc2C(F)(F)F)CC1	16%[10 µM]	-5%	3%	-8%	.	8%[76.3 µM]	2%	3%
18	CC/C(=N\NC(=O)c1ccccc1Cl)c1ccc(Br)s1	.	-2%	1%	6%	0%	6%	-3%	5%
19	CCCOP(=O)(c1ccc(N(C)C)cc1)C(Nc1ccccc1)c1ccc(N(C)C)cc1 (configuration not stated)	4%[10 µM]	-5%	2%	-3%	-1%	-7%	-3%	1%
20	CC1(c2ccccc2)CC(C)(C)N(C(=O)c2ccccc2Cl)c2ccccc21 (configuration not stated)	.	-8%	.	-8%	.	-5%[76.3 µM]	.	-9%

# Of the compounds above, 2 contain an NH in an aromatic ring:
no.	structure	HTT cytoprotect	Tau fluor counter	aGal spleen mod	Tau fibril ThT	GAA inhib	GAA glycogen mod	aGlu spleen mod	Tau FP inhib
1	C1CCC(c2nn3c(-c4n[nH]c5c4CCC5)nnc3s2)CC1	-23%	3%	1%	-5%	3%	14%	5%	-1%
10	Cc1ccc2cc(CNC(C)(C)C)c(=O)[nH]c2c1	0%	-10%	5%	-22%	3%	2%	-8%	3%

# (cont.)
no.	structure	HTT cytoprotect	Tau fluor counter	aGal spleen mod	Tau fibril ThT	GAA inhib	GAA glycogen mod	aGlu spleen mod	Tau FP inhib
21	O=C(/C=C/c1ccco1)Nc1cccc2cccnc12	-11%[10 µM]	-9%	11%	?	5%	2%	6%	-4%
22	C/C(Cl)=C\CSc1nnc2n(N)c(=O)c3ccccc3n12	8%	-8%	12%	-13%	9%	-7%	-14%	-2%
23	CCn1cc(C(=O)N2CCN(c3cc(C)ccc3C)CC2)c(=O)c2cc(S(=O)(=O)N(C)C3CCCCC3)ccc21	.	-14%	.	-17%	.	14%[76.3 µM]	.	-2%
24	C/C(CC1CC(COCC(C)C)OC1=O)=N\Nc1nc(-c2ccccc2)cs1 (configuration not stated)	6%[10 µM]	?	-6%	18µM*	-2%	-24%	-15%	-8%
25	Cc1nn(-c2ccccc2)nc1C(N)=O	-8%[10 µM]	-5%	9%	-3%	-1%	6%	7%	7%
26	CC(C)C(=O)Nc1cccc(NC2=NS(=O)(=O)c3ccccc32)c1	.	-16%	.	-5%	.	13%[76.3 µM]	.	1%
27	COc1cc(S(=O)(=O)Nc2cccnc2)ccc1F	-6%	5%	-7%	7%	-3%	1%	-15%	1%
28	NC(=O)c1cc(-c2ccccc2)sc1NC(=O)Cc1ccc(S(=O)(=O)N2CCOCC2)s1	-21%	?	4%	?	9%	-1%	-7%	13%
29	CCOC(=O)c1c(NC(=O)CSc2nnc(-c3ccccc3)o2)sc(C(C)=O)c1C	4%	5%	10%	14%	-4%	9%	8%	2%
30	O=C(NCCCn1ccnc1)c1nn2c(C(F)(F)F)cc(-c3ccc(Br)cc3)nc2c1Cl	.	21%	-4%	?	?	5%	-13%	?
31	CCOC(=O)c1c(C)[nH]c(C)c1C(=O)CSc1nnc(-c2ccncc2)n1Cc1ccccc1	-23%	-14%	8%	-9%	-4%	9%	0%	-5%
32	CSc1nc(-c2ccc(Cl)cc2)c(C#N)c(=O)[nH]1	.	9%	-1%	6%	14%	12%	-3%	3%
33	O=C(N/N=C/c1c(O)ccc2ccccc12)c1[nH]ncc1Br	-83%[inhibitor][10 µM]	?	-9%	?	0%	-3%	-14%	13%
34	Cc1nc(C(N)=O)nc2ccccc12	8%[10 µM]	-12%	-3%	-13%	-14%	9%	1%	4%
35	COC(=O)c1ccccc1NS(=O)(=O)c1ccc2c(c1)CCCN2C(C)=O	.	-10%	.	-1%	.	7%[76.3 µM]	.	-1%
36	Fc1ccc(N2CCN(c3nc(-c4ccco4)cc(C(F)(F)F)n3)CC2)cc1	-8%	-28%	1%	?	-8%	4%	2%	0%
37	COc1ccc(-n2nnnc2C2CCN(S(=O)(=O)c3ccc(NC(C)=O)cc3)CC2)cc1	.	-23%	.	11%	.	-7%[76.3 µM]	.	?
38	CC(=O)Nc1ccc(OCC(O)CNC(C)C)cc1 (configuration not stated)	-1%	-7%	2%	-7%	.	.	3%	-7%
39	CONC(=O)c1cc(OCC(F)(F)F)ccc1OCC(F)(F)F	-31%	3%	-2%	0%	-9%	-19%	-3%	2%
40	CCOC(=O)C(=CNc1ccc(OC)cc1[N+](=O)[O-])C(=O)OCC	4%[10 µM]	-16%	5%	?	-1%	0%	-11%	-3%
41	CCOC(=O)c1nn(-c2ccccc2)c(=O)c(C#N)c1C	-13%	-13%	-5%	-8%	1%	-1%	-1%	-16%
42	Nc1ccc(NC(=O)c2cccs2)cc1	9%[10 µM]	-11%	7%	?	?	20%	9%	5%
43	Cc1cccc2cc3c(NC(=O)c4ccccn4)nn(C)c3nc12	-19%[0.074 µM]	-26%	?	-21%	2%	2%	0%	-8%
44	O=C(NCc1ccccc1)c1cccc(COc2ccccc2Cl)c1	-27%	?	1%	-15%	0%	-7%	1%	-5%
45	Cc1ccc(S(=O)(=O)c2[nH]c(-c3ccccc3)nc2SCCC(=O)O)cc1	.	-4%	.	-7%	.	-3%[76.3 µM]	.	-1%
46	Cc1ccc(C2CC(=O)C=C(NCC(C)C)C2)cc1 (configuration not stated)	-10%[10 µM]	-2%	6%	-1%	2%	-5%	-10%	5%
47	Cc1ccc(NC(=O)/C(Cl)=C\c2ccccc2)cc1	-33%	-15%	-8%	-7%	0%	-23%	-24%	4%
48	c1ccc(C2NCCn3cccc32)cc1 (configuration not stated)	4%	-3%	-7%	-17%	-7%	-8%	-4%	-4%
49	CC(=O)Nc1ccc(S(=O)(=O)N2CCN(c3cccc(C)c3C)CC2)cc1	-5%	?	4%	-17%	?	-17%[76.3 µM]	-1%	?
50	O=C(c1ccco1)N1CCN(S(=O)(=O)c2cccs2)CC1	-9%[0.074 µM]	1%	2%	1%	-3%	-3%	-4%	-4%
51	COc1ccc(CCNC(=O)CS(=O)(=O)c2cn(CC(=O)N3CCOCC3)c3ccccc23)cc1OC	8%	-10%	3%	?	0%	-16%	1%	-6%
52	COc1ccc(C(=O)/C=C/C(=O)N(Cc2ccc(F)cc2)C(C(=O)NC2CCCCC2)c2ccncc2)c(O)c1 (configuration not stated)	3%[10 µM]	-5%	3%	-10%	-6%	-8%	-1%	3%
53	O=C(CSc1ncc(C(F)(F)F)cc1Cl)N1CCN(S(=O)(=O)c2ccc(Cl)cc2)CC1	15%	-16%	11%	-21%	?	-6%	-10%	-8%

# Reprinted at random: two entries already listed, in no set order.
no.	structure	HTT cytoprotect	Tau fluor counter	aGal spleen mod	Tau fibril ThT	GAA inhib	GAA glycogen mod	aGlu spleen mod	Tau FP inhib
51	COc1ccc(CCNC(=O)CS(=O)(=O)c2cn(CC(=O)N3CCOCC3)c3ccccc23)cc1OC	8%	-10%	3%	?	0%	-16%	1%	-6%
44	O=C(NCc1ccccc1)c1cccc(COc2ccccc2Cl)c1	-27%	?	1%	-15%	0%	-7%	1%	-5%

# Source: PubChem BioAssay (National Center for Advancing Translational Sciences (NCATS))
